# Source: PubChem (National Center for Advancing Translational Sciences (NCATS))
# p53ts 39C tox – kills p53ts cells at the nonpermissive temperature | H1299-p53A138V viability at 39C, ATP luminescence, 24 h | Potency, µM (series often up to 46.1 µM), inactives show at the highest dose activity change, negative = cell killing, hits mostly cytotoxic | actives 1.5% (n = 130,000) | AID 902; also: nearly all actives have a fitted effect of over 55% in size
# p53ts 32C tox – cytotoxicity in p53ts cells at permissive temperature; H1299-p53A138V at 32C, ATP luminescence viability, 24 h; Potency, µM (series often up to 46.1 µM), for the others: at the top dose activity change, negative = cytotoxicity, hits mostly cytotoxic; actives 0.93% (n = 130,000);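 also: 0% = DMSO and -100% = full killing by reference compound; nearly all actives have a fitted effect of over 55% in size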
#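 Viability by ATPlite luminescence after 24 h compound treatment (up to 46 uM) at the permissive 32C. Cells are H1299 carrying p53 A138V. Scale runs from DMSO basal to 100 uM tamoxifen as full kill; AC50 from Hill fits.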
# Imprint erasure – induces erasure of genomic imprints in mouse ES cells. actives 0.02% (n = 110,000). AID 1948. mouse ES Peg3-LacZ reporter, beta-gal luminescence, 40 h. Potency, µM (top dose mostly 60.7 µM), without a hit: top-dose activity change, positive = activation, hits mostly activators;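 also: 0% = negative control wells on the plate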
#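 Readout: BetaGlo luminescence (5 min, room temp) for LacZ from the normally silent maternal Peg3 allele in female Peg3LacZ-Neo ES cells. Cells 300/well, 40 h, 37C, 5% CO2. Data normalized per plate to negative controls.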
# IkB signaling – IkB pathway inhibition in ABC-DLBCL cells; Potency, µM (top dose mostly 57.1 µM), for inactives: at the top dose IkBa stabilization activation; actives 0.04% (n = 110,000); ABC-DLBCL IkBa-CBG/CBR dual luciferase ratio, 4 h; response scale: scaled: untreated 0%, proteasome inhibitor 100%; AID 445; active = well fitted curve in the direction sought with a large enough effect in the signal ratio, not every such curve was filed as active; inconclusive = small, poorly fitted or top-dose-only effect, or a change in a side signal; the % refers to the signal ratio;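 also: the direction sought is a rising ratio; 0% = basal untreated cells and 100% = reference inhibitor full response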
#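 Luminescence ratio of IκBα-fused green versus native red beetle luciferase in OCI-Ly3 cells, 4 h post-doxycycline with compound; red signal alone, scaled from basal (0%) to zero light (-100%), flagged nonspecific or cytotoxic effects.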
# An asterisk follows results filed as active; u = inconclusive; x = no result given; & = joins results of further samples; [ ] = dose if it differs, or a comment. Unless noted, calls follow the shape of the dose curve; as a rule, active = well fitted curve in the direction sought with a large enough effect; inconclusive = small, poorly fitted or top-dose-only effect, or another doubt; inactive = no such curve, though single readings can be large; an effect the other way counts as inactive or inconclusive. Unless noted, % is scaled to controls: 0 for no effect and ±100 for the full control effect; potency is read from the fitted curve at half-maximal effect.
SMILES,p53ts 39C tox,p53ts 32C tox,Imprint erasure,IkB signaling
CCN(CC)S(=O)(=O)c1ccc2c(c1)N(CC(=O)NCCc1ccc(OC)c(OC)c1)C(=O)CO2,-1%,30%[activator],-3%[10.9 µM],u
Cc1ccc(F)c(NC(=O)C2CCCCC2C(=O)O)c1 (configuration not stated),-9%,0%,-8%,-1.1%
O=C(NC1CCCCC1)N1CCCCCCC1,14%,-11%,-15%,0.8%
CCOC(=O)Cn1c(=O)n(CC(=O)OCC)c2ccccc21,8%,-1%,3%,-0.1%
CC(OC(=O)CN(C)S(=O)(=O)c1ccc(Cl)cc1)C(=O)Nc1ccc(N2CCOCC2)cc1 (configuration not stated),-13%,-2%,8%,0.1%
C[C@@H](c1ccccc1)N1C(=O)[C@H]2[C@@H]3[C@H](O)[C@H](O)CC(=O)[C@H]3CC[C@H]2C1=O,7%&-8%[9.22 µM],10%&0%[9.22 µM],x,x
CC1CCc2c(C(=O)N3CCN(S(=O)(=O)c4cccs4)CC3)csc2C1 (configuration not stated),-16%,-14%,-21%,-0.5%
Cc1cc(C(=O)NCC2CCCO2)n(-c2ccccc2)n1 (configuration not stated),-8%,-2%,4%,-1.0%
O=C(NCc1cn(-c2ccccc2)nc1-c1ccccc1)c1ccc([N+](=O)[O-])cc1,u,9%,x,x
CCCC(=O)NC(Nc1ccc(S(=O)(=O)Nc2cc(C)on2)cc1)(C(=O)OCC)C(F)(F)F (configuration not stated),-8%,2%,11%,-0.2%
COc1ccc(CCNC(=O)c2cccc(-n3c(C)nc4cccnc43)c2)cc1OC,13%,1%,7%[10.9 µM],2.3%
CCN(CC)CCNc1nc2c(c(=O)n(C)c(=O)n2C)n1C/C=C(/C)Cl,u,-19%,-2%,2.4%
Cc1ccc(-[n+]2cc(=O)o[nH]2)cc1,-1%[9.22 µM],-11%[9.22 µM],-18%[10.9 µM],-0.6%[11.4 µM]
O=S(=O)(Nc1ccccc1F)c1ccc2nsnc2c1,12%,6%,u,-1.8%
CCOC(=O)c1ccc(N2C(=O)CC(N3CCN(C(=O)c4ccco4)CC3)C2=O)cc1 (configuration not stated),8%,-5%,-9%,6.8%
Cc1ccc(-c2nnc(SCC(=O)N3CCCC3)o2)cc1,-5%,-8%,x,1.7%
COc1ccccc1CNC(=O)CCC(=O)Nc1nnc(C)s1,0%,-1%,-9%,2.1%
O=C(Cn1c(=O)c2c(ncn2Cc2ccccc2)n(Cc2ccccc2)c1=O)N1CCCC1,-5%,7%,2%,0.5%
Cc1ccccc1C(=O)NC1CCN(Cc2nnnn2Cc2ccccc2)CC1,-8%,-2%,-11%,1.8%
O=C(NCC(c1cccnc1)N1CCN(c2ccc(F)cc2)CC1)C1CCCCC1 (configuration not stated),-2%,10%,-16%,-0.5%
COc1ncc2nc(-c3ccc(F)cc3)c(=O)n(CCC#N)c2n1,4%,-1%,x,0.4%[11.4 µM]
Cc1cnn(C(=S)NCc2ccc(Cl)cc2)c1,9%,1%,-1%,u
O=C(Cn1c(=O)c2cc(Cl)ccc2n2nncc12)Nc1ccccc1,-14%,2%,13%[10.9 µM],3.0%
CC(=O)/C(CN1CCCCC1)=N\O,5%,-9%,-8%,0.5%
O=C(NC1CCCCC1)c1ccc(CS(=O)(=O)Cc2ccccc2F)o1,-8%,-11%,-18%,-0.8%
CCC(NC(=O)C1CCC1)c1ccccc1 (configuration not stated),14%,5%,x,x
O=C(Cc1ccccc1)Nc1sc2c(c1C(=O)Nc1cccc(Cl)c1)CCCCC2,-3%,3%,-6%[10.9 µM],-0.1%
Cc1c(C(=O)N(Cc2ccc(N(C)C)cc2)Cc2ccco2)oc2cc(Br)ccc12,0%,14%,4%[10.9 µM],u
CCC(=O)NC1CC(=O)N(c2ccc3c(c2)OCCO3)C1 (configuration not stated),14%,5%,-6%[10.9 µM],-2.3%
CC(=O)NCCc1cc2ccc(C)cc2[nH]c1=O,-15%,-14%,5%,-1.9%
CC(=O)CSCc1ccccn1,7%[9.22 µM],6%[9.22 µM],u,-2.4%[11.4 µM]
CC1=C(c2ccc(C(C)C)cc2)S(=O)(=O)N=C1N1CCC(C(=O)NCc2ccc(C)o2)CC1,-27%,-9%,-17%[10.9 µM],0.0%
CCCN(CCC)S(=O)(=O)c1ccc(NC(=O)C2CCCO2)cc1 (configuration not stated),-8%,3%,x,x
CCCN1CCN(C(=O)CCCn2c(C)c3cnn(-c4ccccc4)c(=O)c3c2C)CC1,18%,-3%,-19%,6.7%
CCN(CC)c1ccc(C=Nc2ccccc2)c(O)c1,9%,5%,x,x
CCOC(=O)C1=C(C)NC(C)=C(C(=O)OC)[C@@H]1c1cccc([N+](=O)[O-])c1,2%[20.6 µM],0%[20.6 µM],-11%[16.8 µM],2.4%[25.6 µM]
Cc1ccc2nsnc2c1S(=O)(=O)N(CCO)Cc1cc2cc3c(cc2[nH]c1=O)OCCO3,6%,-5%,x,1.5%
Cc1ccc(NC(=O)Cc2csc(C)n2)c(C)c1,-14%,3%,8%[10.9 µM],-1.0%
Cc1occc1C(=O)Nc1ccccc1C(=O)O,-5%,-16%,-67%[inhibitor],9.9%
CCC(CC)C(=O)Nc1cccc(C(=O)N2CCCC2)c1,6%,3%,-3%,1.3%
CCCCn1c(=O)n(CC(=O)NCc2ccc(C)cc2)c(=O)c2c1nc(CO)n2CCC,-5%,-7%,9%,u
CCOc1ccc(/C(O)=C2/C(=O)C(=O)N(CC3CCCO3)C2c2ccc(C)o2)cc1 (configuration not stated),14%,-2%,-6%,0.0%
COc1cc(C(=O)N(Cc2ccc(N(C)C)cc2)C2CCS(=O)(=O)C2)cc(OC)c1OC (configuration not stated),2%,0%,-9%,-0.2%
CC(C)(C)OC(=O)N1CCC(c2c(C(=O)NC3CCCCC3)cnn2-c2cccc(Cl)c2)CC1,14%,13%,-11%[10.9 µM],u
CCCCNC(=O)CCCN1C(=O)c2ccccc2Sc2ncccc21,-19%,8%,-8%[10.9 µM],2.2%
CCOc1ccc(CNc2cc(C)nc3nc(-c4cccc(C)c4)nn23)cc1OC,7.9µM*,-28%,-12%[10.9 µM],u
Cn1c(-c2cc(Br)ccc2O)n[nH]c1=S,-4%,3%,x,x
CN(C)c1ccc(C(=O)c2ccc(N(C)C)c(N)c2)cc1N,4%,3%,-3%,0.2%
CC(=O)c1cccc(NC(=O)CCCN2C(=O)COc3ccc(C)cc32)c1,-9%,-4%,-10%[10.9 µM],u
Cc1cc(=O)n2nc(N3CCCC(C(=O)NCc4ccc5c(c4)OCO5)C3)sc2n1 (configuration not stated),1%,13%,2%,-0.5%
COC(=O)c1ccc(Cl)c(NS(=O)(=O)c2ccc3c(c2)OCCO3)c1,3%,3%,-13%,-0.7%
CCOc1ccc(CNC(=O)Cn2cc3c(n2)-c2c(oc(C(=O)N4CCOCC4)c2C)CC3)cc1,-23%,-4%,-20%[10.9 µM],u
Cn1c(=O)c2c(nc(NCCCCO)n2Cc2ccccc2Cl)n(C)c1=O,-3%,-3%,-1%[10.9 µM],0.8%
Cc1ccc(S(=O)(=O)c2c(O)cc(C)c(NS(=O)(=O)c3ccc(Cl)cc3)c2C)cc1,u,6%,2%[10.9 µM],u
COCCCNC(=O)CN1C(=O)COc2ccc(S(=O)(=O)N3CCCCCC3)cc21,6%,7%,-6%[10.9 µM],0.1%
CCOc1ccccc1NC(=O)CSc1nnc2[nH]c(=O)cc(-c3ccccc3)n12,u,4%,u,16%
c1ccc(SCCOCCn2cncn2)cc1,u,-24%,-41%[inhibitor],2.4%
CCOC(=O)N1CCN(c2c(N3CCN(c4ccccn4)CC3)c(=O)c2=O)CC1,-5%,6%,-5%,-3.5%
CCOc1ccc(-n2c(SCc3nc(-c4ccccc4C)no3)nnc2-c2ccccc2)cc1,-13%,-3%,10%[10.9 µM],-1.8%
CC1CCCN(S(=O)(=O)c2ccc(Br)s2)C1 (configuration not stated),-7%,1%,-13%,0.9%

# Continued.
SMILES,p53ts 39C tox,p53ts 32C tox,Imprint erasure,IkB signaling
CC(=O)c1ccc(NC(=O)NCCc2c[nH]c3ccccc23)cc1,19%,11%,9%[10.9 µM],u
Brc1cc2c(cc1COc1ccc(-c3nn[nH]n3)cc1)OCO2,6%,9%,-16%,0.1%
Cc1ccc(NS(=O)(=O)c2ccc(NC(=O)N3CCCC3)cc2)cc1C,-25%,2%,-9%[10.9 µM],-2.6%
CCn1c(=O)cc(SCC(=O)N2CCN(Cc3ccc4c(c3)OCO4)CC2)c2ccccc21,-9%,-8%,-19%,u
CCCCOc1ccc(C(=O)O)cc1,12%,4%,-37%[inhibitor],0.7%
COc1ccccc1N(CC(=O)NC1CCCCC1)C(=O)c1csnn1,-11%,-8%,x,x
COc1ccc(F)cc1S(=O)(=O)Nc1ccc2c(c1)OCCO2,-2%,2%,-10%,-2.4%
COC(=O)c1[nH]c2ccc(Cl)cc2c1NC(=O)CCN1CCN(C2CCCCC2)CC1,-1%,-13%,-12%,-1.3%
CN1CCN(c2ncncc2-c2ccoc2)CC1,-2%,-5%,u,1.3%[11.4 µM]
CN(C)S(=O)(=O)c1ccc(C(=O)Nc2ccc(CCC(=O)N3CCCC3)cc2)cc1,5%,5%,-12%,-1.3%
COc1ccccc1N=c1oc2cc(O)ccc2cc1C(=O)NCC1CCCO1 (configuration not stated),-15%,-12%,-74%[inhibitor],u
C[C@@H](COc1ccc(/C=C\c2ccccc2)cc1)[N+](C)(C)C,-11%,32%[activator],x,-23%
O=C(CSc1nnc(-c2ccccc2)c(-c2ccccc2)n1)NC1CCCCC1,-10%,16%,-12%[10.9 µM],4.8%
CC(=O)c1cc(-c2ccccc2)n(CC(=O)Nc2ccc(C)cc2C)c1C,9%,4%,-12%[10.9 µM],-0.5%
Cc1ccc(NS(=O)(=O)c2cc(-c3cc(C)no3)ccc2C)c(Cl)c1,-18%,7%,-2%[10.9 µM],1.5%
O=C(O)c1nccnc1C(=O)Nc1ccc(Br)cn1,6%,-3%,-35%[inhibitor],1.3%
O=C(CCCNS(=O)(=O)c1cccc2nsnc12)NCc1ccc(F)cc1,-12%,-4%,-1%,1.3%
COC(=O)[C@@H]1C2CCC(C(=O)Nc3ccccc3)(CC2)[C@@H]1C(=O)OC,3%,0%,-9%,-0.3%

# A draw from above in order of number of heavy atoms, ascending:
SMILES,p53ts 39C tox,p53ts 32C tox,Imprint erasure,IkB signaling
CCCCOc1ccc(C(=O)O)cc1,12%,4%,-37%[inhibitor],0.7%
CN1CCN(c2ncncc2-c2ccoc2)CC1,-2%,-5%,u,1.3%[11.4 µM]
CC(=O)c1cc(-c2ccccc2)n(CC(=O)Nc2ccc(C)cc2C)c1C,9%,4%,-12%[10.9 µM],-0.5%
CCn1c(=O)cc(SCC(=O)N2CCN(Cc3ccc4c(c3)OCO4)CC2)c2ccccc21,-9%,-8%,-19%,u

# Fetched one by one from above (3):
SMILES,p53ts 39C tox,p53ts 32C tox,Imprint erasure,IkB signaling
COC(=O)[C@@H]1C2CCC(C(=O)Nc3ccccc3)(CC2)[C@@H]1C(=O)OC,3%,0%,-9%,-0.3%
CC(=O)c1ccc(NC(=O)NCCc2c[nH]c3ccccc23)cc1,19%,11%,9%[10.9 µM],u
CC(=O)c1cc(-c2ccccc2)n(CC(=O)Nc2ccc(C)cc2C)c1C,9%,4%,-12%[10.9 µM],-0.5%
